High-throughput results from PubChem.
CXCR6 inh – CXCR6 (human) receptor inhibition; O00574; CHO-K1 PathHunter CXCR6 beta-arrestin, luminescence; inhibition, % at 20 µM; actives 0.36% (n = 360,000); AID 602244; in the data active = inhibition above about 34%, passing the limit was not always enough;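 also: antagonist mode with CXCL16 agonist at 10 nM final; 0% = 10 nM CXCL16 with DMSO and 100% = unstimulated wells without agonist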
Target sequence (O00574 whole entry, looked up): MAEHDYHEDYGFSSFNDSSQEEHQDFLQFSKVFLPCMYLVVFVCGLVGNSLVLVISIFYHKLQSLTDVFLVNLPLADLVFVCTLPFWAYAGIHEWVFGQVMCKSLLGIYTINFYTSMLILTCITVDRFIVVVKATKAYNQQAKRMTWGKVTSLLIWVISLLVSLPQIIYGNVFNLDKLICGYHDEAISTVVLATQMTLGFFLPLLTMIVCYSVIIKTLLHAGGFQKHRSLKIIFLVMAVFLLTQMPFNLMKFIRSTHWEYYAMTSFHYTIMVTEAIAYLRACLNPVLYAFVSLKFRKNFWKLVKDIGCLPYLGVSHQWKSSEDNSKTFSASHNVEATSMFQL
CCR6 antag – antagonists of human CCR6 receptor; P51684; CHO-K1 CCR6 PathHunter beta-arrestin, luminescence, CCL20-stimulated; inhibition, % at 20 µM; actives 0.49% (n = 340,000); AID 493098;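 active = compounds whose inhibition of the agonist-driven luminescence signal at 20 µM reaches about 50%, limit read from the data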;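 also: cells stimulated with CCL20 at 14 nM final; plate controls were DMSO with CCL20 for no effect and DMSO without agonist for full effect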
APJ antagonist – antagonists of human APJ apelin receptor; actives 0.32% (n = 330,000); P35414; CHO-K1 APJ beta-arrestin complementation, luminescence; inhibition, % at 20 µM;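 active = inhibition above about 40% at 20 µM, limit read from the data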;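 also: cells challenged with 10 nM apelin-13 agonist together with compound; plate controls were apelin-13 plus DMSO wells for no effect and DMSO wells lacking apelin-13 for full effect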
Target sequence (P35414 whole entry, looked up): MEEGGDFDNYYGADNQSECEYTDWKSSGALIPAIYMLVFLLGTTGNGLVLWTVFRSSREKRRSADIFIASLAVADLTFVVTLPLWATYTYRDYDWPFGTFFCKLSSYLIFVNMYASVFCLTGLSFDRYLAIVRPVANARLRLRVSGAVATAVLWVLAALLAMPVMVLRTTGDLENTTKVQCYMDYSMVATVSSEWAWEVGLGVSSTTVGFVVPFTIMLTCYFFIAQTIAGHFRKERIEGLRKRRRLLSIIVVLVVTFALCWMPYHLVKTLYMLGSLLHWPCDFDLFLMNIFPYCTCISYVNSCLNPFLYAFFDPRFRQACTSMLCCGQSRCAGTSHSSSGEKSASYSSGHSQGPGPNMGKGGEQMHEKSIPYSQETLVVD
Gli-Sufu block – blocks Gli-Sufu signaling in a luciferase reporter. actives 0.74% (n = 340,000). Sufu-KO-LIGHT fibroblasts, Gli luciferase reporter luminescence. AID 588413. inhibition, % at 5 µM;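 active = inhibition above about 55%, limit read from the data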;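 also: 0% = DMSO-treated cells and 100% = wells with medium but no cells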
EBI2 block – blocks human EBI2 receptor beta-arrestin signaling; P32249; EBI2 beta-arrestin recruitment, luminescence, 7a,25-OHC stimulated; inhibition, % at 5 µM; actives 0.81% (n = 360,000); AID 651636; in the data active = inhibition above about 38%;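 also: enzyme fragment complementation signal reports receptor beta-arrestin coupling in cells; 0% = agonist plus DMSO wells and 100% = wells without agonist; some results beyond the cut were filed as inactive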
697 NFkB inh – lowers PMA/ionomycin-induced NF-kB signal in 697 B cells; AID 435022; 697 B-cell NF-kB luciferase reporter, 16 h; actives 0.33% (n = 330,000); inhibition, % at 4 µM; in the data active = inhibition above about 35%
UBC13 polyUb – blocks human UBC13 polyubiquitin chain formation; P61088; TR-FRET; inhibition, % at 20 µM; actives 0.47% (n = 330,000); in the data active = inhibition above about 45%, passing the limit was not always enough
Target sequence (P61088 whole entry, looked up): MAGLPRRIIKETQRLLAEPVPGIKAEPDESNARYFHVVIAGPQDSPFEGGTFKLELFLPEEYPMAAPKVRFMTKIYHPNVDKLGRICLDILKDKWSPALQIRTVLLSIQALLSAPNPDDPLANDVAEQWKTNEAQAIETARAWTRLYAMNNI
Jurkat NFkB inh – inhibitors of the PMA/ionomycin-induced NF-kB reporter in Jurkat cells; PMA/ionomycin-induced NF-kB luciferase reporter, luminescence; inhibition, % at 4 µM; actives 0.53% (n = 330,000); AID 435003; in the data active = inhibition above about 50%
* marks the source's active call; other numbers are inactive results; nt = no result given.

SMILES	CXCR6 inh	CCR6 antag	APJ antagonist	Gli-Sufu block	EBI2 block	697 NFkB inh	UBC13 polyUb	Jurkat NFkB inh
Nc1nc(-c2ccc(Br)s2)c(Br)s1	-4	-11	15	-10	-2	12	8	11
O=C(N/N=C/c1ccc(N2CCOCC2)cc1)c1ccccn1	0	6	-2	-47	-17	-62	-8	-54
CC1CCCN(C(=O)Cn2nnc(-c3ccc([N+](=O)[O-])cc3)n2)C1 (stereo unspecified)	-4	nt	-19	nt	-4	-5	1	-14
CCCCSc1nnc(-c2ccc(NC(=O)CCc3ccccc3)cc2)n1C	-3	6	10	10	-7	-5	2	6
O=C(OCCCN=C1NS(=O)(=O)c2ccccc21)c1ccc(F)cc1	-2	-22	-11	0	-1	12	12	0
Nc1nnc(SCC(=O)Nc2ccc3c(c2)OCCO3)s1	8	5	18	-9	-11	6	12	-12
O=C(Nc1nc2ccc(S(=O)(=O)N3CCOCC3)cc2s1)c1cccs1	0	-10	-23	-15	-7	-10	11	-8
Cc1ccc(-c2nnc(Cc3ccc(Cl)cc3)o2)cc1	2	12	-11	-30	9	-14	-1	-20
O=C(Cn1c(=O)n(-c2ccccc2)c(=O)c2oc3ccccc3c21)Nc1ccccc1	-7	16	7	0	8	-3	-3	7
O=C(Nc1ccc(F)c(Cl)c1)c1nsc(Cl)c1Cl	-4	8	9	-62	11	-97	9	-47
COc1ccc(S(=O)(=O)N2CCCCCC2)cc1NC(=O)CCc1cc(OC)c(OC)c(OC)c1	-3	13	nt	-7	-2	nt	nt	nt
O=C(c1ccccc1F)N1CCC(N2CCCCCC2)CC1	0	13	21	5	-9	-9	4	-3
Cc1ccc(C)c(NC(=O)C2Cc3ccccc3CN2C(=O)OCc2ccccc2)c1 (stereo unspecified)	11	18	13	-11	-11	13	7	-6
CCN1C(=O)/C(=C2\SC(N3CCOCC3)=NC2=O)c2ccccc21	6	23	4	-12	0	-5	-78	3
C=C(C)CSc1nc2sc3c(c2c(=O)n1-c1ccccc1)CCN(C)C3	8	6	-11	2	-2	6	1	3
O=S(=O)(c1ccccc1)N1N=C(c2ccc(O)cc2)CC1c1ccco1 (stereo unspecified)	3	12	-15	5	8	-10	-1	15
COCCn1nnnc1C(c1ccccc1)N1CCN(C)CC1 (stereo unspecified)	-2	-15	-9	0	1	14	-4	-9
O=C1NC(=S)N/C1=C/c1cc2c(cc1[N+](=O)[O-])OCO2	4	8	7	29	-12	-7	-10	16
O=C(c1cc(S(=O)(=O)N2CCCCC2)ccc1N1CCOCC1)N1CCN(Cc2ccccc2)CC1	0	-2	5	7	-3	19	-2	-10
O=C(O)c1ccc(S(=O)(=O)c2ccc(Sc3ccc(C(=O)O)c(C(=O)O)c3)cc2)cc1	5	5	-12	-8	-1	-3	29	-12
Cc1ccc(CNCC(=O)Nc2ccc(N3CCOCC3)cc2)cc1	7	7	-12	1	-6	4	-4	0
CCc1ccc(N(C(=O)c2csnn2)C(C(=O)NC(C)(C)C)c2cccnc2)cc1 (stereo unspecified)	-7	13	-10	-1	-2	11	0	5
COc1cccc(CNc2ccc(S(N)(=O)=O)cc2)c1OC	0	13	18	-1	7	13	5	3
O=C(CC1Nc2ccccc2NC1=O)Nc1ccccc1NC(=O)CC1Nc2ccccc2NC1=O (stereo unspecified)	nt	nt	6	nt	nt	-11	6	-13
COC(=O)C1=C(C(=O)OC)SC(=C2C(=S)C(C)(C)N(C(=O)C3CC3)c3ccccc32)S1	34	52*	38	8	28	2	-80	8
CCCCn1c(N)c(N(Cc2ccccc2OC)C(=O)CSCC(=O)Nc2ccc(C)cc2)c(=O)[nH]c1=O	-1	-3	nt	1	4	nt	nt	nt
Cc1ccccc1NC(=O)CON=C(N)c1ccccc1	-9	7	-5	5	-5	12	-2	17
COc1ccc(S(=O)(=O)NC2CCCCC2)c(C)c1C	3	5	-26	2	1	6	3	6
Cc1ccccc1N1CCN(C(=S)c2ccc([N+](=O)[O-])cc2)CC1	-5	17	3	8	23	15	-9	-14
O=S(=O)(c1ccc2c(c1)OCCO2)N1CCC(c2nc3ccccc3[nH]2)CC1	-1	-4	1	3	2	-2	18	15
O=C(Nc1ncc2c(n1)-c1ccccc1OC2)c1ccc(Cl)cc1	9	15	2	2	9	10	17	-3
O=C(CCNC(=O)c1ccc([N+](=O)[O-])cc1)NCC1COc2ccccc2O1 (stereo unspecified)	-6	-10	2	1	-7	12	-4	-1
Cc1ccc(-n2cccc2/C=C2\C(=N)N3N=C(c4ccco4)SC3=NC2=O)cc1	9	16	18	-8	-3	1	-14	7
COc1ccc(-c2cc(C(=O)NCC(C)C)no2)cc1	-8	-5	32	-92	11	-138	6	-157
CN(C)c1ccnc(-n2cccc2/C=N/O)c1C#N	3	22	5	-7	-2	-10	-4	-18
CCCCN(CC)c1nc(N)c(C#N)c(CC#N)c1C#N	0	-9	8	2	25	5	10	7
CN1CCN(C(=S)c2ccc(Cl)cc2)CC1	-6	4	2	0	0	-15	-10	-8
CCOC(=O)N1CCN(c2ccccc2OC)CC1	3	10	16	1	-5	3	-1	-3
COc1ccccc1-c1noc(CCC(=O)Nc2ccccc2Cl)n1	4	7	8	-3	-3	16	5	0
CC1(C)CC(=O)C2=C(C1)N(c1ccc(F)cc1)C(=O)CC2c1ccccc1 (stereo unspecified)	-2	10	7	8	-6	-29	-4	1
CC(OC(=O)CCN=C1NS(=O)(=O)c2ccccc21)C(=O)c1ccccc1 (stereo unspecified)	0	8	17	11	-8	5	3	8
CCOc1[nH]n(-c2ccc(Cl)cc2)c(=O)c1C=NCC(=O)OC	11	8	16	-6	-8	6	-1	3
c1ccc(CN2CCN(C(c3ccccc3)c3nnnn3Cc3ccccc3)CC2)cc1 (stereo unspecified)	14	11	2	17	7	8	14	6
O=C(Nc1nc2ccc(S(=O)(=O)N3CCCC3)cc2s1)c1ccco1	0	4	-14	-12	5	-34	7	24
Cc1nn(Cc2noc(C(=O)NCCc3ccccn3)n2)c(C)c1Br	-5	5	-59	-19	19	2	7	-27
Clc1cc2c(nn1)Nc1ccccc1S2	5	4	6	5	-5	5	2	7
O=C(O)C1CCCN(S(=O)(=O)c2cccs2)C1 (stereo unspecified)	-5	-7	2	1	-12	2	2	7
O=C(O)CCCCCNC(=O)CCn1cnc2ccccc2c1=O	-8	7	6	5	0	23	-2	4
Cc1ccc(OCc2n[nH]c(=S)n2-c2ccc(C)cc2)cc1	15	-3	-4	8	-3	9	-5	4
O=C(CCc1nnc2ccc(N3CCC4(CC3)OCCO4)nn12)Nc1ccc(F)cc1	-4	-2	-30	-2	3	14	0	11
C/C(N)=C(/C#N)C(=O)CSc1nnc(-c2ccc3c(c2)OCO3)o1	-7	5	9	-90	-1	-392	-5	-158
CCN(Cc1nc2ccccc2c(=O)[nH]1)Cc1nc2cc(OC)c(OC)cc2c(=O)[nH]1	-3	-11	-10	6	-12	-8	-2	-6
COc1ccc(/C=C/C(=O)c2ccc3ccccc3c2O)cc1CN1CCOCC1	13	20	12	7	20	-4	-17	6
O=c1[nH]c2cc3ccccc3cc2nc1C(F)(F)F	-3	-3	-6	-20	0	-4	-17	-13
O=[N+]([O-])c1cc(Br)c(Nc2ccccc2)c([N+](=O)[O-])c1	9	3	-18	-4	-2	-54	-4	35
O=C(COC(=O)/C=C/c1ccc([N+](=O)[O-])cc1)Nc1ccc2[nH]c(=O)[nH]c2c1	-20	-3	-65	-9	-16	-25	-20	9
O=C(NCc1cccc(F)c1F)C1CCC(=O)N(C2CC2)C1 (stereo unspecified)	4	-3	-8	-11	-15	2	3	3
Cc1ccc(C(=O)C(C)OC(=O)CCN=C2NS(=O)(=O)c3ccccc32)cc1 (stereo unspecified)	-3	6	5	nt	-3	25	4	-12
C=CCOc1ccc(C2/C(=C(\O)c3ccc4c(c3)OCCO4)C(=O)C(=O)N2CCCN2CCOCC2)cc1 (stereo unspecified)	-8	11	-10	-22	-14	2	-6	7
O=C(CCN1CCN(Cc2ccccc2)CC1)NNC(=O)Cc1ccc(Cl)c(Cl)c1	9	8	-3	2	-1	3	-1	-1

(more compounds)
SMILES	CXCR6 inh	CCR6 antag	APJ antagonist	Gli-Sufu block	EBI2 block	697 NFkB inh	UBC13 polyUb	Jurkat NFkB inh
CC(/C=C/c1ccccc1)=N\NC(=O)CSc1ccccn1	-2	12	4	1	-6	18	-7	6
Cc1nn(-c2ccccc2)c2nc(=O)n(-c3ccccc3)cc12	0	12	5	3	1	22	2	0
CS(=O)(=O)Nc1ccc(S(=O)(=O)Nc2nccs2)cc1	1	6	-1	5	-6	-4	1	-15
CC(C)(C)c1cc(C(=O)NCCCn2ccnc2)cc(C(C)(C)C)c1	-1	13	-18	7	4	-3	12	-11
CCCCOC(=O)/C(=C/C=C/c1ccccc1)NC(=O)c1ccccc1	7	12	17	-11	4	-17	-5	-13
CC(=O)c1cccc(Nc2c3c(nc4ccccc24)CCC3)c1	10	7	15	9	-7	-30	5	38
CSc1nc(N(C)NC(=O)c2ccccc2)c2ccccc2n1	6	3	6	-4	-3	9	13	49
O=C1OCC2=C1C(c1ccccc1)CC(=O)N2c1ccc(F)cc1 (stereo unspecified)	0	-3	-27	-12	0	7	-4	-3
O=[N+]([O-])c1ccc(S(=O)(=O)NCCc2ccncc2)cc1	-6	-6	-40	-5	5	19	-6	-4
O=C(c1ccc(CS(=O)c2ccccc2Cl)o1)N1CCOCC1 (stereo unspecified)	-6	0	13	-9	-8	3	0	8
CCOc1ccc(OCC(=O)OCc2cc(=O)n3cc(Br)ccc3n2)cc1	-15	1	2	1	1	14	-5	-2
O=C(O)c1ccc(CSCc2ccccc2F)o1	8	10	10	0	-5	-1	0	-15
NS(=O)(=O)c1ccc(CCNC(=O)COC(=O)CCSc2ccc(Cl)cc2)cc1	-4	-3	6	-4	-2	-11	5	9
COC(=O)c1cnc2c(c1C(=O)OC)c(=O)n(C)c(=O)n2C	-10	0	-6	2	-5	-22	1	28
COc1ccc2[nH]c3c(=O)n(Cc4ccc(C(=O)NCC5CCCO5)cc4)c(=S)[nH]c3c2c1 (stereo unspecified)	2	6	0	-3	1	11	-1	6

Random excerpt: 6 entries already listed, in no set order.
SMILES	CXCR6 inh	CCR6 antag	APJ antagonist	Gli-Sufu block	EBI2 block	697 NFkB inh	UBC13 polyUb	Jurkat NFkB inh
COC(=O)c1cnc2c(c1C(=O)OC)c(=O)n(C)c(=O)n2C	-10	0	-6	2	-5	-22	1	28
CS(=O)(=O)Nc1ccc(S(=O)(=O)Nc2nccs2)cc1	1	6	-1	5	-6	-4	1	-15
O=C(O)c1ccc(CSCc2ccccc2F)o1	8	10	10	0	-5	-1	0	-15
O=C(c1ccc(CS(=O)c2ccccc2Cl)o1)N1CCOCC1 (stereo unspecified)	-6	0	13	-9	-8	3	0	8
CC(C)(C)c1cc(C(=O)NCCCn2ccnc2)cc(C(C)(C)C)c1	-1	13	-18	7	4	-3	12	-11
CSc1nc(N(C)NC(=O)c2ccccc2)c2ccccc2n1	6	3	6	-4	-3	9	13	49

The listing continues.
SMILES	CXCR6 inh	CCR6 antag	APJ antagonist	Gli-Sufu block	EBI2 block	697 NFkB inh	UBC13 polyUb	Jurkat NFkB inh
Cc1cccc(NC(=O)C2COc3ccccc3O2)n1 (stereo unspecified)	4	-5	6	-2	11	6	6	-16
O=C(CN1C(=O)NC(c2ccccc2)(c2ccccc2)C1=O)NC1CCCC1	4	-1	3	-2	4	0	-4	2
Cc1ccc(OCC(=O)Oc2ccc(C(C)C)cc2)cc1	-8	-6	3	-15	-2	7	0	2
N#Cc1cccc(NC(=O)C2CCCN(C(=O)c3ccc(Cl)cc3)C2)c1 (stereo unspecified)	-5	4	7	1	-6	9	6	7
Cc1ccc(S(=O)(=O)NCCCCC(NC(=O)OC(C)(C)C)C(=O)O)cc1 (stereo unspecified) (tested in a mixture with another compound)	1	30	-12	4	-3	9	0	-4
Cc1ccc(S(=O)(=O)N2CCN(c3ccccc3)CC2)c(C)c1	13	30	-6	-5	-3	-4	-8	3
COCC(C)n1c(C)cc(C(=O)COC(=O)CNC(=O)c2ccccc2)c1C (stereo unspecified)	-4	1	11	-8	4	-14	-2	7
CC1(c2ccccc2Cl)NC(=O)N(CC(=O)c2ccc3c(c2)OCO3)C1=O (stereo unspecified)	1	-2	-1	-5	2	-12	-4	-18
